APOBEC3G inh = APOBEC3G (human) deaminase inhibition | recombinant A3G, ssDNA deamination FAM/TAMRA fluorescence | 330,000 tested, 0.28% active | inhibition, % at 20 µM;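 active = inhibition of at least 40% at 20 µM, with no more than 30% in the related APOBEC3A deaminase screen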;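 also: plate controls were DMSO wells with A3G for no effect and wells lacking A3G enzyme for full effect; some compounds called inactive have numbers as strong as hits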
UBC13 inh = human UBC13 polyubiquitination inhibition; UBC13 polyubiquitin chain formation, TR-FRET; inhibition, % at 20 µM; 330,000 tested, 0.47% active; AID 485273; in the data active = inhibition above about 45%, passing the limit was not always enough
SENP7 inh = inhibitors of human SENP7 protease. Q9BQF6. recombinant SENP7, Z-RLRGG-aminoluciferin luminescence, 40 min. inhibition, % at 5 µM. 330,000 tested, 1.5% active. AID 434973;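 active = inhibition above about 50% at the single test dose, limit read from the data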;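 also: plate controls were DMSO with enzyme for no effect and no enzyme buffer wells for full effect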
SENP1 inh = SENP1 (human) catalytic domain inhibition; Q9P0U3; recombinant SENP1 catalytic domain, CyPet-SUMO1-YPet FRET cleavage; inhibition, % at 10 µM; 360,000 tested, 0.21% active; AID 624204;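 active = inhibition at least 30% at 10 µM, raw YFP signal under a set limit, fluorescence ratio 0.5 to 1.5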;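 also: 0% = enzyme with DMSO and 100% = no enzyme wells; some results filed as inactive read as strong as hits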
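Material: hSENP1 catalytic domain, recombinant; medium: Tris pH 8 with BME, BSA, NP40 and catalase; compound: single concentration of 10 µM compound, 0.5% DMSO final; technique: FRET read of cyan and yellow fluorescence; timing: 50 min enzyme reaction, room temperature, light-protected; reagent: SFCypet-SUMO1-SFYpet substrate at 25 nM; control set: no-enzyme low, enzyme-DMSO high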
SENP8 block-1 = SENP8 (human) protease inhibition. recombinant SENP8, Nedd8 substrate fluorescence. 360,000 tested, 0.64% active. Q96LD8. AID 602440. inhibition, % at 20 µM; in the data active = inhibition mostly above about 40%, no sharp cut-off; inactive = mostly below about 27%
SENP8 block-2 = SENP8 protease inhibition. Q96LD8. AID 2540. inhibition, % at 10 µM. 330,000 tested, 1.2% active. purified SENP8, Z-RLRGG-aminoluciferin cleavage, luminescence; in the data active = inhibition above about 50%
SENP6 inh = blocks the human protease SENP6; Q9GZR1; Recombinant SENP6 catalytic domain, aminoluciferin luminescence; inhibition, % at 10 µM; 330,000 tested, 1.8% active; AID 2599;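 active = inhibition above about 50% at the single tested dose, limit read from the data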;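 also: plate controls were DMSO wells with enzyme for no effect and DMSO wells lacking enzyme for full effect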
Apaf1 inhib = inhibitors of human Apaf-1 apoptosome. O14727. reconstituted apoptosome caspase-3 activity, DEVD-Rh110 fluorescence. inhibition, % at 20 µM. 330,000 tested, 0.71% active. AID 489030; active = inhibition of at least 40% at 20 µM;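 also: plate controls were DMSO wells for no effect and DEVD-CHO caspase inhibitor wells for full effect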
Target sequence (O14727 whole entry, looked up): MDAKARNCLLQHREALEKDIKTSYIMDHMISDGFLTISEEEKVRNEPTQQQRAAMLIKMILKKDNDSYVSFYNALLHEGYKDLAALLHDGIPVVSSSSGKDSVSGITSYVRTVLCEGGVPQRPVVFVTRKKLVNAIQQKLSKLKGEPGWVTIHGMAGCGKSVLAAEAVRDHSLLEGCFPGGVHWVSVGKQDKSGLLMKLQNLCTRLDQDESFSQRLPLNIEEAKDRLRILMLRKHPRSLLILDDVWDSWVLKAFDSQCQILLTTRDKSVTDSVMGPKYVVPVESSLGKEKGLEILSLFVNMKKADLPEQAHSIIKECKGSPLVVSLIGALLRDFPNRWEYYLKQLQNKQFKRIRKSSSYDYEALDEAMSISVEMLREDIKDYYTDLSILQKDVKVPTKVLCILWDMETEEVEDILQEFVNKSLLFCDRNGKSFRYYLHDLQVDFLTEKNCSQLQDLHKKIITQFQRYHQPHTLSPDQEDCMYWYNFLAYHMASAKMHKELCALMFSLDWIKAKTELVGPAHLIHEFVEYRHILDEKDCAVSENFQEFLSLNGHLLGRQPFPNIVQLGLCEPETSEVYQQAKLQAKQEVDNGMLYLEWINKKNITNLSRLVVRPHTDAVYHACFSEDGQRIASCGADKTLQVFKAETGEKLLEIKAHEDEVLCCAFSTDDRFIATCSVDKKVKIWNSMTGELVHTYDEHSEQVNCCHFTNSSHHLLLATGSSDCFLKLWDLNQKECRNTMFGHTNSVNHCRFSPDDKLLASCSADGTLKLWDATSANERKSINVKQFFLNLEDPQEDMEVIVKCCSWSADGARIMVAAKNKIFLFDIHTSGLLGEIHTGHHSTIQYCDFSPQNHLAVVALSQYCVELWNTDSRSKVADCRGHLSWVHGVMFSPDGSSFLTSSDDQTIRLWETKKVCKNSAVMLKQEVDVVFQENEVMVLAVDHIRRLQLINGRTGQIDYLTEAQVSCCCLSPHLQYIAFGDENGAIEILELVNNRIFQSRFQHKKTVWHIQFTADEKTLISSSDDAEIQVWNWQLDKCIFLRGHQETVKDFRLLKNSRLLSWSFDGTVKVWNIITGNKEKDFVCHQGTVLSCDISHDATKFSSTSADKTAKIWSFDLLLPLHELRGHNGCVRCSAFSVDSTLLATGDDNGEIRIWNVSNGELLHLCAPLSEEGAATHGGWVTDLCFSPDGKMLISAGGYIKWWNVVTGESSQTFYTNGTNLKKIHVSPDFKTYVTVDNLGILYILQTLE
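Material: cell-free apoptosome with Apaf-1, procaspase-3 and caspase-9; Buffer or medium: Hepes pH 7.5 with detergent and BSA; Reagent: cytochrome c trigger plus (Z-DEVD)2-Rh110 caspase-3 substrate; Times: compound with Apaf-1, dATP, procaspase-3 30 min, then 50 min reaction, room temperature; Technique: Rh110 fluorescence intensity.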
An asterisk follows results filed as active.

no.	canonical_smiles	APOBEC3G inh	UBC13 inh	SENP7 inh	SENP1 inh	SENP8 block-1	SENP8 block-2	SENP6 inh	Apaf1 inhib
1	O=C(NCc1cccc(C(F)(F)F)c1)c1cccc(S(=O)(=O)N2CCN(Cc3ccccc3)CC2)c1	-4.2	-5.0	11.9	2.8	10.6	-9.1	-20.9	12.8
2	O=C(O)CCC(=O)NC1CCCCCCC1	-6.4	0.4	-16.6	0.1	11.3	-6.2	-11.0	0.5
3	C=CCNc1nc(S(=O)Cc2ccc(C)cc2)nc2c1CCCC2 (stereo not drawn)	-3.2	-0.4	3.8	-0.1	9.7	-0.4	-10.9	4.7
4	S=C(NCCSCc1c(Cl)cccc1Cl)Nc1ccccc1	-6.9	2.1	-0.4	2.5	24.5	-9.6	-25.4	25.6
5	COc1cc(C(=O)NCC2(N3CCCCC3)CCCCC2)ccc1OCC(=O)N1CCOCC1	-6.8	16.6	8.5	-0.3	16.6	-1.1	-14.2	-27.4
6	O=C(Nc1ccc(CN2CCOCC2)cc1)c1ccc(N2CCCC2)c([N+](=O)[O-])c1	-3.6	-24.5	5.2	1.3	22.6	-5.0	-4.8	12.7
7	CSc1ccc(CN(C)CC(=O)NCCc2ccccc2)cc1	-7.6	0.0	-3.6	-0.8	5.7	-10.3	-13.9	17.0
8	COc1ccc(C(=O)C2CCCN(C(=O)c3ccc4nccnc4c3)C2)c(C)c1 (stereo not drawn)	-4.0	-8.9	-7.2	2.6	-1.5	7.3	57.3*	3.2
9	COCCn1c(C)cc(C(=O)CSc2nnc(C)s2)c1C	-4.9	5.7	50.4*	2.3	18.8	9.6	46.4	4.9
10	O=C(O)c1cc2ccccc2n1-c1ccccc1	-2.8	3.6	-5.0	3.4	17.5	-2.0	-6.5	15.0
11	CCCCNC(=O)C(=O)N/N=C/c1cccc(Br)c1	-4.1	-7.8	0.8	0.7	0.7	3.3	3.3	-5.5
12	COc1cc(C(=S)N2CCOCC2)cc(OC)c1OC	-4.4	0.6	0.7	-0.7	8.1	10.7	-17.1	-27.4
13	O=C(Oc1c(CN2CCOCC2)cc(Cl)c2cccnc12)c1ccccc1	-2.5	-4.8	3.9	0.7	6.0	0.6	-1.0	3.8
14	Nc1nnc(COc2cccc(C(F)(F)F)c2)s1	-3.8	2.7	-8.2	0.3	20.4	-10.4	-17.1	15.3
15	OCC(Cc1ccc2c(c1)OCO2)C(CO)Cc1ccc2c(c1)OCO2 (stereo not drawn)	2.8	12.3	0.9	1.8	28.8	-6.0	-10.1	6.7

The list continues:
no.	canonical_smiles	APOBEC3G inh	UBC13 inh	SENP7 inh	SENP1 inh	SENP8 block-1	SENP8 block-2	SENP6 inh	Apaf1 inhib
16	O=C1c2ccccc2C(=O)N1C1CCCCC1	2.1	-2.5	3.9	1.4	21.3	4.7	8.8	-0.5
17	CCOC(=O)c1nn(-c2ccc(F)cc2)c(=O)cc1OCC(=O)N1CCN(c2ccccc2)CC1	4.3	-16.8	3.9	-2.4	-3.3	0.1	-0.6	6.1
18	CC(O)CNCc1ccccc1C(F)(F)F (stereo not drawn)	-6.5	7.3	-1.6	-1.3	15.4	0.9	-9.2	-8.1
19	C#CCOc1nc(C)cc(C)c1S(=O)(=O)c1ccccc1C	-5.1	10.7	1.0	1.8	9.0	-1.9	15.9	-6.7
20	O=C(CC1SCCNC1=O)Nc1ccc(F)c(Cl)c1 (stereo not drawn)	-4.0	-1.3	5.7	0.0	9.1	1.5	8.2	-22.4
21	O=C(CC12CC3CC(CC(C3)C1)C2)Nc1ccc(C(=O)O)cc1	-4.9	-0.5	-0.7	0.4	6.5	1.0	-5.8	2.3
22	CC(C)Cc1c(O)nc(SCC(=O)Nc2ccc3c(c2)CCC3)[nH]c1=O	-4.7	-0.2	4.5	0.9	8.9	4.3	-6.7	-22.9
23	Cc1ccc(C)c(-n2cc(CNCCCn3cccn3)c(-c3ccccc3)n2)c1	-7.5	7.2	-0.5	0.0	4.0	-13.6	-0.4	-1.4
24	CCC(C)c1ccc(NC(=O)Nc2cnccn2)cc1 (stereo not drawn)	-10.1	-1.8	-15.1	1.7	-10.3	-12.9	-5.1	13.4
25	COc1ccc(CCNC(=O)c2cc3c(=O)n4cccc(C)c4nc3n(Cc3ccco3)c2=N)cc1OC	15.3	-13.3	7.4	-28.4	-387.0	12.9	7.0	29.3
26	Cc1ccc2cc3cc(C(=O)NC4CC4)oc3nc2c1	21.7	-12.7	4.1	-0.3	-204.4	-1.1	10.8	13.7
27	COCCn1c(C)cc(C(=O)COC(=O)c2cccnc2SC)c1C	-2.4	-19.1	84.8*	-0.4	6.8	78.3*	87.5*	1.6
28	Cc1cc2ccccc2nc1SCC(=O)Nc1nc(-c2ccccc2)cs1	-0.6	-11.1	0.7	2.2	10.6	5.8	9.0	3.2
29	Cc1n[nH]c(=S)n1/N=C/c1cccc(OCc2ccccc2)c1	7.6	-0.8	8.3	1.5	12.8	5.0	16.2	22.7
30	NC(=S)NNC(=O)c1ccccc1Cl	-7.7	0.8	-5.4	-1.3	18.5	2.1	-26.7	-6.1

Carrying on.
no.	canonical_smiles	APOBEC3G inh	UBC13 inh	SENP7 inh	SENP1 inh	SENP8 block-1	SENP8 block-2	SENP6 inh	Apaf1 inhib
31	C[C@@H]1NC(=O)N(c2ccc(F)cc2)C1=O	-5.2	0.1	5.8	3.1	16.0	-1.4	9.2	0.4
32	Cc1cc(NC(=O)c2ccc3c(c2)C(=O)N(Cc2cccnc2)C3=O)no1	-4.2	6.6	-8.1	0.9	21.3	-4.1	-10.2	2.7
33	CCOC(=O)[C@H]1[C@H]2COc3ccc(OC)cc3[C@@H]2N2C(=O)c3cc(OC)ccc3NC(=O)[C@@]12C	-9.0	-1.4	1.6	-0.6	-23.1	-6.1	-6.3	5.0
34	O=C(CN(Cc1ccccc1)S(=O)(=O)c1ccccc1)N1CCOCC1	-2.7	1.9	1.7	-0.1	14.8	-1.2	1.1	-0.7
35	O=C(C[C@@H]1C/C=C\C[C@@H](Cc2ccc(F)cc2)C(=O)OC[C@@H]2CCCN2C1=O)N[C@H](CO)Cc1ccccc1	-4.0	10.5	5.9	3.3	12.0	-3.2	-10.9	19.9
36	O=C1N[C@@H](Cc2ccccc2)COC(=O)[C@@H](Cc2ccc(F)cc2)CC/C=C/C[C@H]1CC(=O)N(CCO)Cc1ccccc1	-6.0	8.1	4.0	5.5	11.0	-3.5	-2.7	31.9
37	Cc1nnsc1C(=O)N/N=C/c1ccc(OC(F)(F)F)cc1	0.1	-11.4	54.8*	0.9	-9.0	3.7	-20.7	-2.4
38	COc1cc2ccccc2cc1C(=O)NC(=S)Nc1ccc(C(=O)O)cc1	-5.8	-5.0	-6.1	3.0	-5.7	-1.9	-2.6	18.2
39	COc1ccccc1C1CCN(c2cc(O)ccc2[N+](=O)[O-])CC1	-9.2	-14.8	0.4	1.4	19.3	-2.8	-2.2	-2.7
40	CCn1ccnc1CN(C)Cc1nc(CCC(C)C)no1	-10.1	5.2	-1.6	0.2	7.7	-5.2	0.1	-6.1
41	O=C1CCCN1CCCNC(=S)Nc1ccccc1	-4.5	0.0	0.7	-2.4	15.8	-1.2	-5.3	-9.5
42	COn1c(SCC(N)=O)nc2ccccc2c1=O	-5.9	-5.4	3.0	1.8	34.3	-4.6	-10.2	-0.7
43	CC1CCCC(NC(=O)Cc2ccc(Br)cc2)C1C (stereo not drawn)	-1.4	3.6	-5.4	1.5	24.2	2.7	3.8	6.7
44	CC(C)(C)c1ccc(C(=O)OCC(=O)NCc2ccco2)cc1	-8.1	5.6	1.0	2.1	4.5	6.6	3.1	-5.1
45	CC(C)c1ccccc1NC(=S)NCc1ccncc1	-2.2	-2.2	-8.9	0.5	1.8	1.1	-8.0	-1.1

Going on with the list:
no.	canonical_smiles	APOBEC3G inh	UBC13 inh	SENP7 inh	SENP1 inh	SENP8 block-1	SENP8 block-2	SENP6 inh	Apaf1 inhib
46	COC(=O)N/N=C\c1ccccc1OC/C=C/c1ccccc1	-9.1	6.0	-4.7	2.1	-4.5	-8.8	4.6	19.3
47	CCCn1nc(C(=O)OCC(=O)Nc2cccc(S(N)(=O)=O)c2)c2ccccc2c1=O	-6.4	-10.9	-7.0	0.6	4.6	-8.8	-1.2	-9.2
48	O=C(/C=C/c1cccnc1)c1cc(F)ccc1O	0.7	1.0	-0.2	0.4	-135.4	2.7	-2.5	1.2
49	CCCc1cc(C(=O)Cc2ccccn2)c(O)cc1O	-4.0	6.2	-3.1	19.4	-21.6	-1.5	1.2	5.3
50	Cc1ccc(CSC2=NCCN2C(=O)C2CC2)cc1	0.7	-2.5	-1.7	-26.8	19.8	-7.7	-11.9	2.1
51	COc1ccccc1NS(=O)(=O)/C=C/c1ccccc1	-8.3	-3.4	-0.4	0.8	17.2	-3.5	-9.7	-11.6
52	COc1ccc(N2CCN(C(=O)CSc3nc4[nH]ncc4c(=O)n3-c3cccc4ccccc34)CC2)cc1	-10.7	0.7	5.7	2.3	12.6	-1.9	0.7	20.3
53	COc1ccc(OC(C)C(=O)N2CCc3ccccc3C2)cc1 (stereo not drawn)	-3.3	7.9	3.3	-1.8	12.0	8.7	26.8	2.3
54	CCOC(=O)n1c(=O)n(Cc2ccc(OC)cc2)c2ccccc21	1.6	29.4	-7.0	1.7	10.0	-2.7	-5.9	5.3
55	COc1ccc(NC(=O)CSCC(=O)N=c2sccn2C)cc1	-6.1	1.5	-3.5	-0.4	1.5	2.0	-16.7	7.6
56	COc1ccccc1-n1c(SCC(=O)O)nc2c(sc(=S)n2-c2ccc(Cl)c(C)c2)c1=O	-8.8	-3.7	0.0	1.9	8.6	5.6	8.3	5.0
57	COc1ccc(-c2[nH]ncc2/C=N\NS(=O)(=O)c2ccc(Cl)cc2)cc1	2.2	3.0	5.6	0.6	12.1	-0.6	3.0	17.7
58	Cc1[nH]c2ccccc2c1SCC(=O)Nc1nccs1	-0.9	6.3	3.3	1.4	-1.0	-5.0	-6.1	-1.0
59	CCOc1cc(/C=N/NC(=O)Cc2ccc(C(F)(F)F)cc2[N+](=O)[O-])c(Br)cc1OC	-0.4	-8.6	5.2	0.2	15.7	-5.7	14.5	3.8
60	CSc1n[nH]c(-c2ccc(C(F)(F)F)cc2)n1	-3.5	1.4	49.3	2.1	1.5	11.7	22.4	-1.9
61	O=c1[nH]c(=O)n(CCOc2ccc(Cl)cc2)cc1Br	-6.1	3.3	-5.8	0.9	11.9	-9.0	-3.4	-1.1
62	Cc1cc(C)n2nc(C(=O)OCC(=O)c3c[nH]c4ccccc34)nc2n1	2.5	-1.7	2.2	-6.6	-4.6	-2.5	2.1	-5.0
63	O=C1N(Cc2cccc(Cl)c2)C[C@@H]2C[C@@H](c3c[nH]c4ccccc34)N3CCC[C@@]123	-3.9	-4.1	-3.1	6.0	-27.0	-3.9	-7.8	8.6

Ordered by molar mass (low to high): some entries from above
no.	canonical_smiles	APOBEC3G inh	UBC13 inh	SENP7 inh	SENP1 inh	SENP8 block-1	SENP8 block-2	SENP6 inh	Apaf1 inhib
50	Cc1ccc(CSC2=NCCN2C(=O)C2CC2)cc1	0.7	-2.5	-1.7	-26.8	19.8	-7.7	-11.9	2.1
62	Cc1cc(C)n2nc(C(=O)OCC(=O)c3c[nH]c4ccccc34)nc2n1	2.5	-1.7	2.2	-6.6	-4.6	-2.5	2.1	-5.0
55	COc1ccc(NC(=O)CSCC(=O)N=c2sccn2C)cc1	-6.1	1.5	-3.5	-0.4	1.5	2.0	-16.7	7.6
63	O=C1N(Cc2cccc(Cl)c2)C[C@@H]2C[C@@H](c3c[nH]c4ccccc34)N3CCC[C@@]123	-3.9	-4.1	-3.1	6.0	-27.0	-3.9	-7.8	8.6
47	CCCn1nc(C(=O)OCC(=O)Nc2cccc(S(N)(=O)=O)c2)c2ccccc2c1=O	-6.4	-10.9	-7.0	0.6	4.6	-8.8	-1.2	-9.2

Screening results: PubChem BioAssay, Sanford-Burnham Center for Chemical Genomics
